Compound activity: PubChem BioAssay, National Center for Advancing Translational Sciences (NCATS)
GLS inhibitor – glutaminase GLS (human) inhibition; GLS enzymatic activity, qHTS titration; AID 624170; Potency, µM (titrated, usually from 45.5 µM), for inactives: at the top dose activity change, negative = inhibition, actives largely listed as inhibitors; O94925; 410,000 tested, 0.21% active; also: potency is read from the fitted curve at half-maximal effect; % is scaled to controls: 0 for no effect and ±100 for the full control effect
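Enzyme dispensed in phosphate buffer (45 mM, pH 8.2, 0.02% Tween-20), compounds pinned in, then 1 mM L-glutamine solution and the glutamate oxidase–HRP–Amplex Red mix added; fluorescence read immediately and again after 30 min at room temperature.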
PGK inhibitor – T. brucei PGK inhibition | P07378 | Potency, µM (series often up to 57.5 µM), for the others: top-dose activity change, negative = inhibition, actives largely listed as inhibitors | 380,000 tested, 0.043% active | PGK/GAPDH coupled, Kinase-Glo luminescence, 60 min; also: potency is read from the fitted curve at half-maximal effect; % is scaled to controls: 0 for no effect and ±100 for the full control effect; nearly all actives have a fitted effect of over 60% in size
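Recombinant glycosomal PGK reaction used 1,3-bisphosphoglycerate generated in-well by GAPDH (100nM final) in 100mM TEA pH 7.6, 5mM MgCl2, 0.01% Tween-20. After 60 minutes at room temperature, ATP was read by Kinase-Glo Plus luminescence end-point.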
G9a inh – G9a (human) methyltransferase inhibition. Q96KQ7. G9a H3K9 monomethylation, AlphaScreen, 2 h. Potency, µM (series often up to 102 µM), for inactives: top-dose activity, negative = inhibition, hits mostly inhibitors. 350,000 tested, 8.8% active. AID 504332; also: potency is read from the fitted curve at half-maximal effect; % is scaled to controls: 0 for no effect and ±100 for the full control effect; nearly all actives have a fitted effect of over 75% in size
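Step 1: enzyme (final 20 nM) with compound, 15 min RT. Step 2: substrate peptide 500 nM and SAM 20 uM, 2 h RT. Step 3: anti-H3K9me1 antibody and AlphaScreen beads, 10 min, then plate read.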
Pin1 inh – blocks the human prolyl isomerase Pin1. Q13526. Pin1 FP peptide displacement, HiFluor488, 10 min. Potency, µM (series often up to 115 µM), without a hit: top-dose activity, negative = inhibition, usual class: inhibitors. 390,000 tested, 0.009% active. AID 504891; active = well fitted inhibition curve with a large enough effect in the polarisation, with a control signal flat, not every such curve was filed as active; inconclusive = small, poorly fitted or top-dose-only effect, or effect the other way, or a change in a side signal; inactive = no such curve, though single readings can be large or run the other way; the % refers to the polarisation; also: potency is read from the fitted curve at half-maximal effect; % is scaled to controls: 0 for no effect and ±100 for the full control effect
JMJD2A Tudor inh – blocks the human JMJD2A Tudor domain; AlphaScreen JMJD2A-Tudor / H3K4me3 peptide binding; 390,000 tested, 4.4% active; Potency, µM (highest dose often 114 µM), without a hit: at the highest dose activity change, negative = inhibition, usual class: inhibitors; also: potency is read from the fitted curve at half-maximal effect; % is scaled to controls: 0 for no effect and ±100 for the full control effect; nearly all actives have a fitted effect of over 50% in size
BAZ2B block – blocks human BAZ2B; AlphaScreen BAZ2B-H3K14Ac peptide displacement; 360,000 tested, 4.4% active; AID 504333; Potency, µM (titrated, usually from 114 µM), for the others: top-dose activity change, negative = inhibition, usual class: inhibitors; also: potency is read from the fitted curve at half-maximal effect; % is scaled to controls: 0 for no effect and ±100 for the full control effect; nearly all actives have a fitted effect of over 60% in size
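BAZ2B 50 nM plus b-H3(5-23)K14Ac 50 nM, PBS pH 7.4/0.01% Tween-20, 30 min RT; compound added (max 110 uM), 30 min RT; streptavidin donor/Ni-chelate acceptor beads 10 ug/mL final, 20 min dark; AlphaScreen read.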
PI4K2A inh – PI4K2A (human) kinase inhibition. Q9BTU6. purified PI4K2A, ADP-Glo luminescence, 1 h; active compounds read low. activity change, negative = inhibition, % at 76.9 µM. 420,000 tested, 0.13% active; in the data active = activity change below about -50%; inconclusive = mostly about -30% to -49%;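 also: -100% = wells without enzyme as full effect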
Target sequence (Q9BTU6 whole entry, looked up): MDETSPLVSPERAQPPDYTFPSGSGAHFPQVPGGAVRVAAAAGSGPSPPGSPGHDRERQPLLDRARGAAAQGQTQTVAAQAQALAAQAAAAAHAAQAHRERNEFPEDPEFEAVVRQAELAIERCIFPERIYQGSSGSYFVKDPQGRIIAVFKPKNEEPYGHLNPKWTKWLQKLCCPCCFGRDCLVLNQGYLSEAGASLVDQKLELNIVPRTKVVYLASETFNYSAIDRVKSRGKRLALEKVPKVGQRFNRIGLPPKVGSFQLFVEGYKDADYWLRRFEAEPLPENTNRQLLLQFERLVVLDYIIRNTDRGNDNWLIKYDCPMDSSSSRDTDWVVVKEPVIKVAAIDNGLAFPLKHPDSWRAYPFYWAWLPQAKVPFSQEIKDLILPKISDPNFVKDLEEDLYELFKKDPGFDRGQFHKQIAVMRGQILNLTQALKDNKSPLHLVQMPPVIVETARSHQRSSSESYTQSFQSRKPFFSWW
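In this quantitative HTS, ADP production by PI4K2A was quantified luminescently after 1 h at ambient temperature; 100 microM adenosine served as plate-quality control.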
ERG Ets-DNA blk – blocks human ERG Ets domain binding to DNA. Potency, µM (highest dose often 76.9 µM), inactives show at the highest dose FP activity, negative = inhibition, actives largely listed as inhibitors. fluorescence polarization, His-ERG Ets domain / labelled DNA. AID 624246. 370,000 tested, 0.028% active. P11308; active = well fitted inhibition curve with a large enough effect in the polarisation, with a control signal flat; inconclusive = small, poorly fitted or top-dose-only effect, or effect the other way, or a change in a side signal; inactive = no such curve, though single readings can be large or run the other way; the % refers to the polarisation;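 also: polarization taken with two DNA probes labelled with fluorescein and Texas red; potency is read from the fitted curve at half-maximal effect; % of control where 0% means no effect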
Target sequence (P11308 whole entry, looked up, the tested form may be a part): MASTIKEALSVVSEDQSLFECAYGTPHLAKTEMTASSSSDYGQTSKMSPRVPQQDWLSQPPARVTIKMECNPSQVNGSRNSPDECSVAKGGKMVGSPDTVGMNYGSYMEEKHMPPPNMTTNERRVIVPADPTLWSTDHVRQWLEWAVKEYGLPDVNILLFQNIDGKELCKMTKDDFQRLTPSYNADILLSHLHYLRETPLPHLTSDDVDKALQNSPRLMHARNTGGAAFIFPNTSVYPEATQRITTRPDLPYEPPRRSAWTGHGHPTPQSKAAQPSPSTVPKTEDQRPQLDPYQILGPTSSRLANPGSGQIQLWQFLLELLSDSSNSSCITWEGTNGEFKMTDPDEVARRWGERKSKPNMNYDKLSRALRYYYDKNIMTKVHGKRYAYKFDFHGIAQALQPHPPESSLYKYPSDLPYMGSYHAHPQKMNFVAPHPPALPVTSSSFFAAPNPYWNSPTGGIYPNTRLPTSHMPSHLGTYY
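His-tagged ERG Ets domain (1 uM in the protein solution; 300mM KCl, 50mM Tris-HCl, 1mM EDTA, 1mM DTT, pH 7.5) received compound, then a probe mix of 5 nM fluorescein-DNA and 100nM Texas-615-DNA. Fluorescence polarization was read for both dyes.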
HP1b binding inh – blocks HP1-beta chromodomain binding to methylated histone tails; P83916; AlphaScreen HP1-beta / biotin-H3K9me3 peptide binding; Potency, µM (doses to about 114 µM), without a hit: top-dose activity change, negative = inhibition, usual class: inhibitors; 390,000 tested, 0.56% active; AID 540317; also: potency is read from the fitted curve at half-maximal effect; nearly all actives have a fitted effect of over 70% in size; inactives centre near 23
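HP1-beta protein (50 nM final) preincubated 30 min at room temperature with biotinylated H3(1-18)K9me3 peptide (50 nM) in PBS pH 7.4, 0.01% Tween-20, then compound added for 30 min. AlphaScreen streptavidin donor/nickel chelate acceptor beads (10 ug/mL final), 30 min dark, luminescence read.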
An asterisk follows results filed as active; i = inactive; ? = inconclusive; · = not tested or not shown; & = joins results of further samples; [ ] = remark or other dose. Unless noted, calls follow the shape of the dose curve; as a rule, active = well fitted curve in the direction sought with a large enough effect; inconclusive = small, poorly fitted or top-dose-only effect, or another doubt; inactive = no such curve, though single readings can be large; an effect the other way counts as inactive or inconclusive. Hits appear at their usual frequency. Share with any hit: about 11%.

SMILES | GLS inhibitor | PGK inhibitor | G9a inh | Pin1 inh | JMJD2A Tudor inh | BAZ2B block | PI4K2A inh | ERG Ets-DNA blk | HP1b binding inh
Cc1ccsc1-c1ccnc(-n2cccc2)n1 | 2% | -1% | 213%[activator][59 µM] | 6% | 49%[activator] | 29%[57.1 µM] | -5 | -1% | 86%[activator]
O=C(CCN1C(=O)/C(=C/c2ccccc2Cl)SC1=S)Nc1ccccn1 | 5% | -1% | 7.9µM* | 1% | 5% | ? | -9 | 2% | 37%
Cc1cc(OC(=O)c2cc(-c3ccc4c(c3)OCCO4)on2)ccc1Cl | -2% | -4% | 8%[59 µM] | 3% | 22% | -2% | -1 | 2% | 82%[activator]
CCc1cccc(C)c1NC(=O)C(CC)n1nc(C)c2c(C)n(-c3ccccc3)nc2c1=O (stereo not drawn) | -9% | -10% | -7%[59 µM] | -5% | -13% | -19% | 1 | 12% | 0%
CCOc1cc(C(=O)NCC(=O)N2CCC3(CC2)NCCc2[nH]cnc23)cc(OCC)c1OCC | 4% | -8% | -7% | -8% | -33% | -13% | 4 | 0% | 10%
COc1ccc(C2=NN(C(=O)CSc3nc4ncc(Cl)cc4[nH]3)C(c3ccco3)C2)cc1 (stereo not drawn) | -6% | 6% | 56µM* | 30% | -26% | -35% | -6 | 14% | 12%
COc1ccc(CCC(=O)NCc2ccc3c(c2)CCN3C(=O)c2ccc(F)cc2)cc1 | 6% | 9% | 7%[59 µM] | -7% | -3% | -1% | -11 | 4% | 33%
C=C1CCC[C@]2(C)C[C@H]3OC(=O)C(CN4CCCCC4CO)[C@H]3CC12 (stereo partly drawn) | -15% | 2% | 4%[2.33 µM] | -3% | 8% | 33%[activator] | 340 | 8% | 56%[activator]
CCOC(=O)c1[nH]c(C)c(C(=O)Nc2ccc(Cl)cc2)c1C | 1% | 5% | 15% | -2% | -6% | 1% | -1 | 6% | 65%[activator]
O=C(O)CCc1nn2c3ccccc3nc2n(CCN2CCCCC2)c1=O | -8% | i | 11% | 4% | -10% | 4% | 6 | -2% | 20%
COc1ccc(-c2c(C)n([O-])c(C)c(-c3ccccc3)[n+]2=O)cc1OC | 12% | -2% | · | 1% | -12% | 5% | 2 | 1% | 19%
Cc1cc(NC(=O)c2noc3c2CCc2ccccc2-3)n(-c2ccccc2)n1 | 1% | 3% | ? | 0% | -1% | 0% | -4 | -1% | 29%
CCCCCn1c(=N)c(S(=O)(=O)c2ccccc2)cc2c(=O)n3cccc(C)c3nc21 | 0% | 6% | 6%[59 µM] | 13% | 4% | 5% | -4 | 1% | 31%
O=C(COc1ccc(Cl)cc1Cl)NCCC1=CCCCC1 | 5% | 8% | 58%[activator] | 5% | 122%[activator] | 92%[activator] | 1 | 4% | 161%[activator]
COc1ccc(Nc2cc(C(=O)NCCCN3CCOCC3)c3ccccc3n2)cc1OC | 1% | -6% | -12%[59 µM] | ? | ? | -37% | -1 | 3% | 9%

Looked up above.
Pin1 inh with O=C(CCN1C(=O)/C(=C/c2ccccc2Cl)SC1=S)Nc1ccccn1 : 1%
HP1b binding inh with O=C(O)CCc1nn2c3ccccc3nc2n(CCN2CCCCC2)c1=O : 20%

The list goes on.
SMILES | GLS inhibitor | PGK inhibitor | G9a inh | Pin1 inh | JMJD2A Tudor inh | BAZ2B block | PI4K2A inh | ERG Ets-DNA blk | HP1b binding inh
CC1(NC(=O)CCc2nc3ccccc3c(=O)[nH]2)CCS(=O)(=O)C1 (stereo not drawn) | -14% | -13% | · | -6% | -22% | -3% | 3 | 16% | 30%
CCOC(=O)c1ccc(NC(=S)N(CCCN2CCCC2)Cc2ccco2)cc1 | -6% | -12% | 56µM* | 5% | -25% | -35% | -1 | -5% | -2%
COc1ccccc1CN1CC(C(=O)N(Cc2cnn(C)c2)C(C)C)CCC1=O (stereo not drawn) | 0% | 0% | 3% | 0% | 1% | -3% | -5 | 0% | 33%
CC(=O)Nc1cccc(NC(=O)COC(=O)CO/N=C(\C)c2ccc3c(c2)OCO3)c1 | -5% | i | 26% | -3% | -18% | -5% | 1 | -5% | 33%[activator]
FC(F)(F)c1cccc(Cn2nnnc2-c2ccc(Cl)cc2)c1 | -1% | i | 27% | -2% | 38%[activator] | -8% | -2 | -6% | 76%[activator]
CCOC(=O)c1cccc(Nc2nc(C(=O)OCC)nc3ccccc23)c1 | 3% | 2% | 8%[59 µM] | 0% | -15% | 3% | 0 | 4% | 36%
COc1ccc(C(=O)O/N=C(\N)c2ccccc2)cc1 | 0% | ? | 40%[activator] | 1% | 0% | -3% | -67* | -13% | 15%[57 µM]
O=C(Nc1sc2c(c1-c1nc3ccccc3[nH]1)CCCC2)C1CC1 | -2% | 0% | 50µM* | 5% | -16% | 3% | -7 | 12% | 41%
CCN(C(=O)CSc1nc2cc(C(=O)O)ccc2c(=O)n1-c1ccccc1F)C1CCS(=O)(=O)C1 (stereo not drawn) | -4% | -6% | · | -4% | -10% | · | 4 | · | 49%[activator]
CCOC(=O)c1ccc(NC(=O)C(C)Sc2nc(O)c(-c3ccccc3)c(=O)[nH]2)cc1 (stereo not drawn) | 7% | -6% | · | -5% | -13% | -19% | 2 | 1% | 14%
CCOc1ccc(NC(=O)[C@@H](NC(=O)c2ccco2)C(C)C)cc1 | -2% | · | 19% | 1% | -22% | -8% | -4 | 8% | 56%[activator]
COCCC1CCCCN1C(=O)c1cc(COc2cccc(C(C)=O)c2)on1 (stereo not drawn) | 6% | -4% | 22% | -8% | -10% | -5% | -1 | -11% | 35%
CC(=O)N1[C@H](C)C=C[C@]1(Cc1ccccc1)C(=O)NCCc1c[nH]c2ccccc12 | 7% | -2% | ? | -1% | -24% | ? | -2 | 1% | 25%
CC1CCN(C(=O)c2cc(S(=O)(=O)N3CCOCC3)ccc2N2CCCC2)CC1 | 0% | -5% | ? | 4% | -14% | -1% | 2 | -7% | 23%
CC(C)CN(CCCNC(=O)CN1C(=O)CSc2ccc(S(=O)(=O)N3CCOCC3)cc21)CC(C)C | 5%&3% | 3%&-6% | -24% | 0%&-2% | -9%&-8% | 6%&2% | -1&-3 | 1%&1% | 39%&46%[activator]
COc1ccc(OC)c(N2C(=O)CC(Cc3cc(C)cc(C)c3)C2=O)c1 (stereo not drawn) | -5% | -65% | 5%[59 µM] | -2% | -6% | 6% | 3 | 8% | 47%
CCCc1c(CC)c(=N)c2ccccc2n1C | -2% | -6% | ? | 0% | -27% | 11% | -11 | -4% | 18%
Cc1cc(C)c[n+](-c2[nH]c(=O)sc2/C=N/N=C(\[O-])c2cccnc2)c1 | -5% | 4% | ? | ? | -7% | ? | 3 | 8% | 31%
CCc1cc2c(=O)[nH]c(CC(N)=O)nc2s1 | 5% | 1% | 4%[59 µM] | -1% | -6% | -2% | 1 | -1% | 2%
CC(C)C[C@H](NC(=O)N1c2ccccc2NC(=O)[C@@H]1C(C)C)C(=O)N[C@@H](Cc1ccccc1)C(=O)O | -10% | 10% | 13%[12.7 µM] | -13% | -20% | 3% | 0 | 0% | 36%
N#CCC(=O)Nc1ccc(C(=O)OC(C(=O)Nc2ccc([N+](=O)[O-])cc2Br)c2ccccc2)cc1 (stereo not drawn) | 6% | 6% | · | 83%[activator] | ? | · | 0 | -4% | 1%
CCN1CCN(c2ccc(S(=O)(=O)N3CCCCC3)cc2NC(=O)c2ccc(C)o2)CC1 | 0% | -11% | 40µM* | 0% | -23% | -7% | -6 | -6% | -6%
CCOc1cccc(CN2CCC(n3nccc3NC(=O)CCCc3ccccc3)CC2)c1 | 5% | -10% | · | 1% | ? | 17% | 6 | 12% | 11%
Cc1cccc(C)c1NC(=O)Cc1cccs1 | 1% | -8% | 11% | 2% | -26% | -31% | -3 | 8% | 24%
Fc1cccc(/C=N/Nc2nccnc2Cl)c1 | 18% | ? | 36% | 0% | -19% | -2% | ? | -2% | 45%[activator]
O=C(c1cc2cc3ccc(Cl)cc3nc2o1)N1CCN(c2cccc(Cl)c2)CC1 | -8% | i | -31%[59 µM] | -1% | -22% | · | 3 | -2% | 5%
Cc1ccc2c(c1C)OC(=O)CC2(C)C | 9% | -4% | 12%[59 µM] | 1% | -17% | 5% | 0 | -8% | 5%
CC(=O)Nc1cccc(NC(=O)C(=O)c2cn(CC(=O)N3CCCCC3)c3ccccc23)c1 | 10% | -1% | -46% | 2% | -25% | · | 2 | 1% | -6%
Cc1cc2c(cc(C(=O)OC(C(=O)NCc3ccco3)C(C)C)n2C)o1 (stereo not drawn) | 12% | · | 40µM* | -6% | ? | ? | -2 | · | -15%
COc1ccc(C(=O)Nc2ccc(S(=O)(=O)N3CCCC3)cc2)c(OC)c1 | 4% | -3% | ? | 1% | -3% | 3% | 4 | 1% | 29%
Cc1nc(SCCC(=O)O)c2ccccc2n1 | 2% | 2% | ? | -2% | -6% | 5% | 1 | · | 18%
Cc1[nH]c(=O)[nH]c(=O)c1CSc1nnc(CCCCCNC(=O)OC(C)(C)C)o1 | 4% | 6% | -12% | -4% | -22% | 8% | 0 | -6% | 20%
O=C(CNC(=O)c1ccc(Cl)cc1)N/N=C/c1cccnc1 | 13% | 0% | 10% | -2% | -13% | -2% | -1 | -4% | 5%
COc1ccccc1-c1cc(C(=O)NCCCN2CCOCC2)no1 | -10% | -4% | 15% | -3% | -8% | 0% | 9 | -3% | 19%
